# GPR151 ag = human GPR151 activation; activation, % at 11.2 µM; Q8TDV0; PathHunter beta-arrestin GPR151 cells, luminescence; hit rate 1% among 650,000; in the data active = activation above about 4.9%;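 note: 0% = median of compound wells and 100% = cells with positive control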
# TEAD-YAP block = TEAD-YAP interaction inhibition; hit rate 1.4% among 640,000; inhibition, % at 9.12 µM; HEK-TIYL cells, TEAD-Gal4/YAP UAS-luciferase luminescence; in the data active = inhibition above about 32%;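 note: 0% = median of test compound wells and 100% = reference inhibitor wells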
# FBW7 activator = activators of human E3 ligase FBW7 | AlphaScreen FBW7–phospho-cyclin E peptide binding, activator screen | normalized activity (activation), % at 26.1 µM | hit rate 0.13% among 650,000 | AID 1259310; in the data active = normalized activity above about 1.9%;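 note: purified mutant Fbw7 with reduced substrate affinity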
# Target sequence (Q969H0 whole entry, looked up): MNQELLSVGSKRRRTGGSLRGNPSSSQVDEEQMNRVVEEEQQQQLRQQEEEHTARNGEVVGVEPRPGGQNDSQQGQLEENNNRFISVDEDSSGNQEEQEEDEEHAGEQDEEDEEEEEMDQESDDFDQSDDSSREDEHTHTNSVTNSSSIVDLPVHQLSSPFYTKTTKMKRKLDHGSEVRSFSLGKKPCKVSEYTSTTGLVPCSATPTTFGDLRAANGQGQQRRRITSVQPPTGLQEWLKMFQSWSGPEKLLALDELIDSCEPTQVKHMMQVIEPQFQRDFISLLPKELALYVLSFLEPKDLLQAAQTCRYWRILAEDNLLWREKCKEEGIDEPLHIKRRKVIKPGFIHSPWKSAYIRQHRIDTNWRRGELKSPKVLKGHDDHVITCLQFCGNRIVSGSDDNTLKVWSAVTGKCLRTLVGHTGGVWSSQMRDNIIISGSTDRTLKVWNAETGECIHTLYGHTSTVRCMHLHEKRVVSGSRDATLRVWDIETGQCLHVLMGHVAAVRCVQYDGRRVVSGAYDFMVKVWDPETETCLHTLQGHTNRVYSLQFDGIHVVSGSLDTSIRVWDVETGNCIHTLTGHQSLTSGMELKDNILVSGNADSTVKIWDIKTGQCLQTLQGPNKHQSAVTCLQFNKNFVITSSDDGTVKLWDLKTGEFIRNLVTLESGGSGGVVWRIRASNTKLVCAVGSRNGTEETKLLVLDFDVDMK
# MITF inh = inhibitors of human MITF; AlphaScreen MITF homodimerization, bead proximity signal; inhibition, % at 2.6 µM; hit rate 0.91% among 650,000; AID 1259374; in the data active = inhibition above about 50%;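 note: 0% = vehicle wells with protein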
# An asterisk follows results filed as active; & = joins results of further samples.
SMILES,GPR151 ag,TEAD-YAP block,FBW7 activator,MITF inh
S=c1[nH]nc2ccccn12,2.1,9,-0.1,-3
NC(=O)C1CCN(CC(=O)N2CCN(c3ccccc3)CC2)CC1,1.4,-1,0.1,0
CC(=O)c1cccc(NC(=O)NC2CC(=O)N(C3CCCC3)C2)c1 (centres undefined),3.7,-9,0.4,1
O=C1CCC(N2CCC(N3CCCC(O)C3)CC2)CCN1Cc1ccccc1Cl (centres undefined),0.1,-8,-0.1,-15
CC(=O)C(Sc1ncccn1)C(C)=O,-0.8,6,1.1,19
CC(C)CCN1C(=O)c2ccc(C(=O)Nc3ccccc3[N+](=O)[O-])cc2C1=O,-1.9,-1,0.1,3
COc1ccc(/C=C2\SC(=S)N(Cc3cccnc3)C2=O)cc1C,-1.1,3,-0.2,11
CCOC(=O)C1=C(C)NC(C)=C(C(=O)OCC)C1c1ccccc1,0.8,5,-0.1,-16
COc1cccc(NC(=O)CSc2nc3ccccc3[nH]2)c1,0.3,-4,0.1,9
CCC(=O)Nc1ccc(C(=O)Nc2cccc(C(=O)NC(C)(C)C)c2)cc1,0.0,-6,0.1,1
CCC(=O)Oc1ccc(/C=C2\SC(=S)NC2=O)cc1,-1.1,-9,0.0,10
COC(=O)c1ccc(CN2CCC(NCc3ccc(C(F)(F)F)nc3)CC2)cc1,-1.2,13,0.1,7
O=C(N/C(=C/C=C/c1ccccc1)C(=O)N1CCOCC1)c1ccccc1,-0.1,3,-0.3,2
CCOC(=O)Nc1sc(NS(=O)(=O)c2ccc(C)cc2)nc1C,-2.0,1,-0.2,7
COc1ccc(/C=C2/SC(=S)N(C)C2=O)cc1[N+](=O)[O-],-0.6,-7,0.0,-4
CCOc1ccc(N2C(=O)CC(NCCc3ccc(S(N)(=O)=O)cc3)C2=O)cc1 (centres undefined),-1.1,-5,0.1,13
C=CCn1c(N)c(C(N)=O)sc1=S,0.3,8,0.1,2
CCNC(=O)/C(=C/c1ccco1)NC(=O)/C=C/c1ccccc1,0.0,3,-0.1,-7
N#CCCn1cc(C=O)c(-c2ccc(-c3ccccc3)cc2)n1,5.5*,-12,-0.1,1
COc1ccc(OC)c(/C=N\NC(=O)C2C(=O)NCC2c2ccccc2)c1 (centres undefined),-0.8,25,0.8,22
Brc1ccc(CNc2nccc(Nc3ccncn3)n2)cc1,-0.6,-23,0.0,7
CCOC(=O)C1=C(C)NC2=C(C(=O)C(C(=O)OC)C(C)C2)C1c1cccs1 (centres undefined),0.1,-5,0.0,0
O=S(=O)(c1cccc(F)c1)N1CCCC(c2nc(-c3ccc(Cl)cc3)no2)C1 (centres undefined),0.2,-2,-0.1,14
CCOc1ccc(CC(=O)NCCSc2c[nH]c3ccccc23)cc1,-2.2,8,-0.1,-2
COCc1cc(C)n(CC(=O)Nc2c(C)cccc2C)c(=O)c1C#N,-0.2,5,0.1,3

# Two compounds picked at random from those above, as already listed:
SMILES,GPR151 ag,TEAD-YAP block,FBW7 activator,MITF inh
COC(=O)c1ccc(CN2CCC(NCc3ccc(C(F)(F)F)nc3)CC2)cc1,-1.2,13,0.1,7
S=c1[nH]nc2ccccn12,2.1,9,-0.1,-3

# Further structures follow:
SMILES,GPR151 ag,TEAD-YAP block,FBW7 activator,MITF inh
NS(=O)(=O)c1ccc(CN=Cc2cccc([N+](=O)[O-])c2)cc1,-0.2,2,0.1,23
CCOc1cc(/C=C2\N=C(c3ccccc3)OC2=O)ccc1OCc1c(C)no[n+]1[O-],1.9,11,0.1,-12
COc1ccc(S(=O)(=O)NCCOc2cc(N3CCCC3)ncn2)cc1F,-1.4,12,-0.3,7
COc1ccc(OC)c(C(=O)N/N=C/c2ccccn2)c1,-0.9,-58,-0.4,-10
CCC(C)NS(=O)(=O)c1cccc2cccnc12 (centres undefined),-0.6,2,0.3,-4
CC(C)(C)c1nnc(NC(=O)c2cccnc2Cl)s1,1.9,-3,0.0,-9
O=[N+]([O-])c1cccc(S(=O)(=O)N2CCN(CC(O)CO)CC2)c1 (centres undefined),0.0,8,0.1,32
O=C1CS(=O)(=O)c2ccc(C(=O)O)cc2N1,1.4,-3,0.1,1
Cc1ccc(C)c(OCC(=O)Nc2ccccc2C(N)=O)c1,1.8,-7,0.3,9
O=C(Nc1ccc(-c2nc3ncccc3o2)cc1)c1ccccc1F,0.6,-88,0.6,17
Brc1ccc(NC2=Nc3ccccc3SC2)cc1,-1.7&-0.1,-85&-90,0.5&0.0,-2&-2
COC(=O)c1sc2ncn(Cc3cccc(C)c3)c(=O)c2c1C,0.9,4,0.2,-1
Cc1ccc(CCNC(=O)c2cccc(NC3=NC4CS(=O)(=O)CC4S3)c2)cc1 (centres undefined),-0.5,-2,0.1,6
Cc1cccnc1CNC(=O)CCN1Cc2ccccc2OC(c2ccccc2F)C1 (centres undefined),-1.3,1,0.3,4
CCc1cccc(N(C)C(N)=Nc2cccc3ccccc23)c1,1.2,-1,0.0,-23
Cc1ccc(OCCCCn2ccnc2)cc1C,3.3,5,0.0,3
CCN(CC)CCSc1nc(O)c(CCC(C)C)c(=O)[nH]1,1.9,1,-0.1,-1
O=C(Cn1c(=O)n(-c2ccccc2)c(=O)c2sccc21)NC1CCCC1,0.7,1,0.0,8
CCCCN(CCCC)Cc1nc2c(c(=O)[nH]1)C1(CCCC1)Cc1ccccc1-2,0.3,5,0.0,2
Cc1cc(C)c(S(=O)(=O)N2CCN(c3cc(C)nc4ncnn34)CC2)c(C)c1,-1.1,12,0.7,-3
CCC(Sc1nc2ccccc2c(=O)n1C1CCCC1)C(=O)NCc1cccnc1 (centres undefined),1.5,2,0.8,19
O=C(NCCCn1ccnc1)c1ncoc1-c1cccs1,0.4,12,0.1,5
CCOc1ccc2c(=O)c(-c3csc(C)n3)c(C(F)(F)F)oc2c1,0.4,-9,0.0,-4
COc1ccc([N+](=O)[O-])cc1NC(=O)CC(C)=O,2.4,4,-0.1,2
COc1ccc(-c2nc3n(c2NCC2CCCO2)CCNC3)cc1O (centres undefined),2.2,-7,0.0,-6
# Later entries:
SMILES,GPR151 ag,TEAD-YAP block,FBW7 activator,MITF inh
NC(=O)CNC1CC(=O)N(c2ccccc2)C1=O (centres undefined),-0.5,2,-0.1,11
CCOC(=O)C1C(OCC)=NC2Nc3ccccc3N(C)C21 (centres undefined),-2.1,-10,0.5,14
CC(=O)NC1(c2ccccc2)CCN(CC2CCCO2)CC1 (centres undefined),0.0,-6,0.0,-8
Cc1cc(Cl)ccc1OCC(=O)N/N=C/c1ccncc1,1.6,13,0.2,11
CCOC(=O)CSc1nc2scc(-c3ccccc3)c2c(=O)n1-c1ccccc1,-1.0,0,0.0,-12
CC(=O)c1ccc(-n2nnnc2SCC(=O)Nc2sc(C)c(C)c2C#N)cc1,-0.2,3,0.1,9
CCN(CC)c1ccc(C2C(C(=O)OC(C)C)=C(C)NC3=C2C(=O)CCC3)cc1 (centres undefined),-0.7,1,0.2,1
CCOC(=O)c1c(CC(C)C)csc1NC(=O)Cc1ccccc1,0.9,0,-0.1,-7
CC1CCN(C2CCN(S(=O)(=O)c3ccc4ccccc4c3)CC2)CC1,0.6,-2,0.1,50
Cc1c(Cl)cccc1N1COc2ccc3c(C)cc(=O)oc3c2C1,-0.6,3,0.7,5
O=C(CC1CCC1)Nc1cccc(Cl)c1,-1.4,-9,0.0,17
CCCS(=O)(=O)N1CCN(C(=O)c2cc(OC)cc(OC)c2)CC1,1.2,4,0.0,-16
COc1ccc(Cc2nnc(SCC(=O)NC3CCCCC3)n2C)cc1,-0.3,13,-0.1,12
CCOC(=O)CN1C(=O)S/C(=C/c2ccc(I)cc2)C1=O,-0.7,3,-0.1,10
Cc1cc(C(=O)COC(=O)CCc2nc3ccccc3s2)c(C)n1CC1CCCO1 (centres undefined),-0.7,2,0.4,-6
O=C(COC(=O)CN1C(=O)C2CCCCC2C1=O)NC(=O)NCc1ccccc1 (centres undefined),-0.9,4,0.0,12
CCCCC1=NN2C(=N)/C(=C/c3ccc(OCCOc4cccc(OC)c4)c(OC)c3)C(=O)N=C2S1,1.2,0,-0.1,-8
CCC1C(=O)NCCN1Cc1ccc2c(c1)CN(Cc1cccc(OCCO)c1)CCO2 (centres undefined),2.6,-2,0.0,-3
COc1ccc(CCN=c2c([N+](=O)[O-])nn(-c3ccc(Cl)cc3)n2O)cc1OC,-1.2,10,-0.3,21
CCOC(=O)C(C)NC(=O)Cc1noc2ccc(C)cc12 (centres undefined),2.1,-6,-0.2,-11
COc1ccc(C(=O)NNC(=O)C2CCCCC2)cc1OC,0.9,1,-0.3,-2
Cc1ccc(-c2csc(Nc3ccc(Cl)cc3)n2)cc1C,0.6,-39,-0.2,5
CCOc1ccccc1C1C(C#N)=C(SCC)NC(C)=C1C(=O)Nc1ccccc1 (centres undefined),0.2,-14,0.0,0
CCOC(=O)Cc1csc(NC(=O)COc2ccc(Br)cc2)n1,0.3,-12,-0.1,-9
CCOC(=O)c1oc2ccccc2c1NC(=O)c1ccc(C(C)=O)cc1,-0.9,0,0.0,11
# (further entries)
SMILES,GPR151 ag,TEAD-YAP block,FBW7 activator,MITF inh
Cc1nc(CN2C(=O)C(C)Oc3cccnc32)cs1 (centres undefined),0.0,0,0.7,3
Cc1cc(C)n(Cc2ccc(C(=O)NCC3Cc4cccc(-c5cncnc5)c4O3)cc2)n1 (centres undefined),1.3,11,-0.3,3
C#CC(C)(C)OC(=O)C1C2C=CC(C2)C1C(=O)O (centres undefined),0.0,-6,0.3,22
O=C(N/N=C/c1cccc(O)c1)c1ccc(NC(=O)c2ccc(F)cc2)cc1,3.8,10,-0.1,12
Cc1cc2[nH]c3c(=O)[nH]ncc3c2s1,-1.4,-3,0.4,12
O=C(c1ccc2c(c1)[nH]c(=S)n1c3ccccc3nc21)N1CCN(c2cccc(Cl)c2)CC1,-0.1,-1,0.1,11
Cc1ccc(Cc2cnc(NC(=O)COc3cccc(C)c3)s2)cc1,-0.1,1,-0.2,-1

# For convenience, some entries already given:
SMILES,GPR151 ag,TEAD-YAP block,FBW7 activator,MITF inh
CCN(CC)c1ccc(C2C(C(=O)OC(C)C)=C(C)NC3=C2C(=O)CCC3)cc1 (centres undefined),-0.7,1,0.2,1
CCOC(=O)c1c(CC(C)C)csc1NC(=O)Cc1ccccc1,0.9,0,-0.1,-7
CC1CCN(C2CCN(S(=O)(=O)c3ccc4ccccc4c3)CC2)CC1,0.6,-2,0.1,50
Cc1c(Cl)cccc1N1COc2ccc3c(C)cc(=O)oc3c2C1,-0.6,3,0.7,5
O=C(CC1CCC1)Nc1cccc(Cl)c1,-1.4,-9,0.0,17
CCCS(=O)(=O)N1CCN(C(=O)c2cc(OC)cc(OC)c2)CC1,1.2,4,0.0,-16
COc1ccc(Cc2nnc(SCC(=O)NC3CCCCC3)n2C)cc1,-0.3,13,-0.1,12
CCOC(=O)CN1C(=O)S/C(=C/c2ccc(I)cc2)C1=O,-0.7,3,-0.1,10
Cc1cc(C(=O)COC(=O)CCc2nc3ccccc3s2)c(C)n1CC1CCCO1 (centres undefined),-0.7,2,0.4,-6
O=C(COC(=O)CN1C(=O)C2CCCCC2C1=O)NC(=O)NCc1ccccc1 (centres undefined),-0.9,4,0.0,12
CCCCC1=NN2C(=N)/C(=C/c3ccc(OCCOc4cccc(OC)c4)c(OC)c3)C(=O)N=C2S1,1.2,0,-0.1,-8
CCC1C(=O)NCCN1Cc1ccc2c(c1)CN(Cc1cccc(OCCO)c1)CCO2 (centres undefined),2.6,-2,0.0,-3
COc1ccc(CCN=c2c([N+](=O)[O-])nn(-c3ccc(Cl)cc3)n2O)cc1OC,-1.2,10,-0.3,21
CCOC(=O)C(C)NC(=O)Cc1noc2ccc(C)cc12 (centres undefined),2.1,-6,-0.2,-11
COc1ccc(C(=O)NNC(=O)C2CCCCC2)cc1OC,0.9,1,-0.3,-2
Cc1ccc(-c2csc(Nc3ccc(Cl)cc3)n2)cc1C,0.6,-39,-0.2,5
CCOc1ccccc1C1C(C#N)=C(SCC)NC(C)=C1C(=O)Nc1ccccc1 (centres undefined),0.2,-14,0.0,0
CCOC(=O)Cc1csc(NC(=O)COc2ccc(Br)cc2)n1,0.3,-12,-0.1,-9
CCOC(=O)c1oc2ccccc2c1NC(=O)c1ccc(C(C)=O)cc1,-0.9,0,0.0,11
Cc1nc(CN2C(=O)C(C)Oc3cccnc32)cs1 (centres undefined),0.0,0,0.7,3
Cc1cc(C)n(Cc2ccc(C(=O)NCC3Cc4cccc(-c5cncnc5)c4O3)cc2)n1 (centres undefined),1.3,11,-0.3,3
C#CC(C)(C)OC(=O)C1C2C=CC(C2)C1C(=O)O (centres undefined),0.0,-6,0.3,22
O=C(N/N=C/c1cccc(O)c1)c1ccc(NC(=O)c2ccc(F)cc2)cc1,3.8,10,-0.1,12
